Abeta rescue: A-beta toxicity reversal in yeast; 0.063% of 410,000 active; Potency, µM (top dose mostly 46.1 µM), inactives show at the top dose growth rescue, hits mostly activators; AID 1347071; yeast expressing A-beta42, growth rescue, OD600, 48 h; response scale: 0% DMSO, 100% iron-clioquinol control; note: potency is the fitted concentration of half-maximal effect; nearly all actives have a fitted effect of over 55% in size
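Growth rescue measured by 600 nm absorbance after 48 h yeast culture at 30 C with compound. Values normalized between DMSO and an equimolar ferric chloride plus clioquinol control.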
aSyn rescue: inhibitors of alpha-synuclein toxicity in yeast; Yeast expressing alpha-synuclein, growth rescue, BacTiter-Glo, 24 h; Potency, µM (highest dose often 46.1 µM), inactives show at the highest dose growth rescue (activation), most hits filed as activators; 0.14% of 370,000 active; note: potency is the fitted concentration of half-maximal effect; % of control where 0% means no effect; nearly all actives have a fitted effect of over 65% in size
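Rescue of yeast growth: cells expressing toxic alpha-synuclein, induced in galactose at OD600 0.02, incubated with compound 24 h at 30 C. ATP luminescence quantified growth; inhibitors of toxicity appear as activators.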
EPAC2 antag: antagonists of human EPAC2; EPAC2 GEF exchange of Rap1B-BODIPY-GDP, fluorescence; 0.18% of 360,000 active; Q8WZA2; Potency, µM (highest dose often 114 µM), for the others: at the top dose activity, negative = inhibition, actives largely listed as inhibitors; note: potency is the fitted concentration of half-maximal effect; % is set by controls: 0 for no effect and ±100 for the full control effect; nearly all actives have a fitted effect of over 45% in size; many of its hits are not listed in these tables
TDP43 rescue: TDP-43 toxicity inhibition in yeast; TDP-43 expressing yeast growth rescue, BacTiter-Glo, 24 h; Potency, µM (top dose mostly 46.1 µM), without a hit: top-dose growth rescue (activation), most hits filed as activators; 1.8% of 410,000 active; AID 652104; note: potency is the fitted concentration of half-maximal effect; % of control where 0% means no effect; nearly all actives have a fitted effect of over 50% in size
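Yeast expressing TDP-43 (pregrown in raffinose, seeded at OD600=0.02 in galactose medium) exposed to compounds 24 hr at 30 deg C. Growth read by BacTiter-Glo luminescence; rescue of toxicity appears as increased signal.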
EPAC2 agonist: EPAC2 (human) agonism; Q8WZA2; EPAC2 activation, biochemical qHTS; response scale: 100% = 6.5 mM cAMP response; Potency, µM (highest dose often 154 µM), without a hit: top-dose activation, actives largely listed as activators; 0.079% of 360,000 active; note: potency is the fitted concentration of half-maximal effect; nearly all actives have a fitted effect of over 50% in size
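Nucleotide exchange monitored as fluorescence drop when BODIPY-GDP leaves Rap1B. Reaction: 100 nM EPAC2, 250 nM RAP1B-BODIPY-GDP, 50 uM GDP, room temperature, kinetic read over 30 min. Activity expressed relative to 6.5 mM cAMP.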
FUS yeast rescue: FUS proteinopathy suppression in yeast. Potency, µM (titrated, usually from 76.6 µM), inactives show at the highest dose growth rescue (activation), actives largely listed as activators. S. cerevisiae FUS-expressing, growth rescue, OD600, 24 h. 0.24% of 390,000 active;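 note: potency is the fitted concentration of half-maximal effect; plate controls were DMSO vehicle for no effect and reference control for full effect; nearly all actives have a fitted effect of over 55% in size; some results filed as inactive show a strong effect at the top dose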
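Galactose (2%) drives FUS expression in yeast precultured in raffinose; seeding density OD 0.005. Test compounds incubated 24hr at 30C and 99% humidity before absorbance at 600 nm was measured.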
D3 antag: antagonists of human D3 dopamine receptor; D3R cells, DiscoveRx beta-arrestin luminescence, antagonist mode; active compounds read low; 2.5% of 360,000 active; P35462; AID 652054; max response, negative = inhibition, %; in the data active = max response below about -50%; inconclusive = no clear call, values can overlap the other calls; note: % is set by controls: 0 for no effect and ±100 for the full control effect; mostly tested at two doses, the higher about 12 µM
Target sequence (P35462 whole entry, looked up): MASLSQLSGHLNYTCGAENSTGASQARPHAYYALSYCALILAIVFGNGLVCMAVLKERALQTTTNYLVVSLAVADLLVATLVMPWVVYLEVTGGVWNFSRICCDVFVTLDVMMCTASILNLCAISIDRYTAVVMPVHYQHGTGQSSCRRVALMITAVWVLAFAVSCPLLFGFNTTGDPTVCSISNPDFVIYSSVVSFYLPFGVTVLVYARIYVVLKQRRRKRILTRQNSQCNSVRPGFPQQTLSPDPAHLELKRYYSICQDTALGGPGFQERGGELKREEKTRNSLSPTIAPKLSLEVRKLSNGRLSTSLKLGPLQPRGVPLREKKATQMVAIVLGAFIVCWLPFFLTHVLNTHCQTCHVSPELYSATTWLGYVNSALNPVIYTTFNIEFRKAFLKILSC
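Cells plated overnight at 1500 cells/well, then exposed to library compounds with dopamine controls for 90 minutes at 37 degrees C. DiscoveRx reagent added for 30–60 minutes at room temperature; luminescence read, quantitative HTS format.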
DRD3 agonist: agonists of human D3 dopamine receptor | D3R DiscoveRx beta-arrestin cells, luminescence, 90 min | 0.58% of 410,000 active | P35462 | max activation, % | AID 652048; in the data active = max activation above about 30%; note: 0% is about no effect; mostly tested at two doses, the higher about 12 µM
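Agonist mode: compounds and dopamine controls were applied to plated cells for 90 min at 37 degrees C after an overnight attachment at 1500 cells/well. Luminescent read-out followed 30 - 60 minutes at room temperature with DiscoveRx detection reagent.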
Starred values were filed as active, the others as inactive; ? = inconclusive; . = not tested or not shown. Unless noted, calls come from the whole dose curve; as a rule, active = well fitted curve in the direction sought with a large enough effect; inconclusive = small, poorly fitted or top-dose-only effect, or another doubt; inactive = no such curve, though single readings can be large; an effect the other way counts as inactive or inconclusive. These rows are one share of the data; the hit share may differ from the screen's.

The line under a structure holds: Abeta rescue, aSyn rescue, EPAC2 antag, TDP43 rescue, EPAC2 agonist, FUS yeast rescue, D3 antag, DRD3 agonist
COc1ccc(CNC(=O)CN(Cc2ccc(F)cc2)C(=O)c2csnn2)cc1
    -15%, 1%, 2%, -14%, 4%, -10%, 8, -7
COC(=O)C1C(c2ccc(N(C)C)cc2)C(C(=O)OC)S(=O)(=O)CS1(=O)=O (stereo unspecified)
    -11%, -1%, -6%, -14%, 7%, 29%, 0, -3
CC(OC(=O)c1ccco1)C(=O)Nc1ncc(Cl)cc1Cl (stereo unspecified)
    8%, -6%, -2%, -8%, 1%, ., -3, 0
N#Cc1ccccc1CSc1ccccn1
    10%, -7%, 0%, 5%, 1%, -8%, 16, 2
Clc1c2c(nc3ccccc13)CCC2
    -2%, 9%, -18%, 18%, 8%, -4%, 1, 0
O=C1NC(=O)c2c(NC(=O)C3CCCO3)cccc21 (stereo unspecified)
    7%, -5%, 12%, -5%, 2%, 11%, 36, 5
O=C1CC(c2ccc(F)cc2)C(n2cncn2)C(O)=C1C1NCCc2ccccc21 (stereo unspecified)
    -16%, -5%, 13%, -23%, 4%, 20%, -22, -4
COC(=O)[C@]1(CC(C)C)N[C@H](c2ccc(-c3cccc(Cl)c3)cc2)[C@@H]2C(=O)N(C)C(=O)[C@@H]21
    -7%, 16%, 8%, 4%, ?, ?, -24, -26
Cc1ccc(N(C(=O)C2CCC(=O)N2)C2(C(=O)NC3CCCCC3)CCCCC2)cc1 (stereo unspecified)
    11%, 0%, -4%, -8%, -3%, 12%, -30, -6
COCCNC(=O)c1ccc(N2CC3CC(C2)c2cccc(=O)n2C3)c(NC(=O)c2ccccc2Br)c1 (stereo unspecified)
    4%, -1%, 5%, -1%, 9%, 1%, -3, -10
COc1ccccc1C(C)NC(=O)c1ccc(S(=O)(=O)NCc2ccco2)cc1 (stereo unspecified)
    3%, -5%, -2%, -1%, 9%, 25%, 4, -2
CCCCc1nnc(NC(=O)CSc2nc(O)c(-c3ccccc3)c(=O)[nH]2)s1
    6%, 6%, 11%, -9%, -1%, 15%, -3, 2
C=CCNC(=O)/C(=C\C=C\c1ccccc1)NC(=O)c1ccc(OCCCC)cc1
    8%, 9%, -11%, 14%, -14%, 27%, 0, -1
COc1ccc(CCC(C)Nc2cccc(F)c2)cc1 (stereo unspecified)
    -13%, -5%, 4%, -11%, 7%, 16%, -26, -25
Cc1ccc(C)c(NC(=O)CSc2nnc(NC(=O)C3CC3)s2)c1
    -3%, -2%, 5%, 8%, 7%, ., 4, -8
COc1ccc(C(=O)NC(=S)N2CCC(C)CC2)cc1Br
    ?, 6%, 3%, ?, 3%, 19%, -1, -12
CC(C)(C)C1(c2ccccc2)NC(=O)N(CC(=O)N2CCOCC2)C1=O (stereo unspecified)
    11%, ., 4%, 9%, -4%, -4%, 7, 1
Cc1ccc(OCC(=O)NNC(=S)NCc2ccccc2)cc1
    10%, -6%, -6%, 7%, 1%, -4%, 4, -1
COC(=O)c1ccsc1NC(=O)C1COc2ccccc2O1 (stereo unspecified)
    1%, 9%, -28%, -8%, 14%, 0%, 1, 1
C/C(Cl)=C\Cn1c(=O)c2c(nc3n2CCS3)n(C)c1=O
    15%, 6%, 7%, 0%, 2%, -11%, 3, 1
CCOC(=O)Cc1csc(NC(=O)Cn2cnc3c2c(=O)n(C)c(=O)n3C)n1
    -5%, 2%, 4%, -2%, 21%, -1%, -16, -9
O=C(Nc1ccc(Cl)cc1)c1csc(Cc2ccccc2)n1
    -6%, -1%, -7%, 22%, 1%, -32%, 0, 0
COc1cc(/C=C(\NC(=O)c2ccccc2)C(=O)N2CC3CC(C2)c2cccc(=O)n2C3)cc(OC)c1OC (stereo unspecified)
    6%, -1%, -3%, -4%, -6%, 11%, 11, -1
CC1CCCCN1C(=O)CN1C(=O)c2ccccc2S1(=O)=O (stereo unspecified)
    20%, 1%, 15%, 0%, 0%, -15%, -8, 5
CC(=O)Nc1cc(C(=O)OCc2cccc([N+](=O)[O-])c2)ccc1C
    1%, 1%, 3%, -3%, 2%, 16%, -1, -3
Cc1ccc(F)cc1NC(=O)N1CCN(C2c3ccccc3-c3ccccc32)CC1
    19%, 3%, -2%, 14%, 5%, 3%, 6, 0
Cc1ccc(OCc2cc(C(=O)Nc3ccccc3)oc2C)cc1
    10%, -13%, 0%, -5%, 8%, -1%, 14, 3
Cc1noc(C)c1NC(=O)Nc1cccc2c1O[C@H](CN(C)C(=O)NC(C)C)[C@@H](C)CN([C@H](C)CO)C2=O
    -10%, 0%, -1%, 3%, 0%, 2%, -8, -7
COc1ccc(/C=N/NS(=O)(=O)c2ccc(C)cc2)cc1
    -12%, 0%, -2%, -9%, 7%, 23%, -15, -8
